MITF TRPM1 HTS – MITF TRPM1 promoter activation in melanoma cells; activation, % at 12.5 µM; SK-MEL-5 TRPM1-promoter luciferase, 24 h; % of positive control, neutral wells = 0; AID 588334; 300,000 tested, 0.75% active;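 active = mean activation of at least 80% with every replicate also reaching 80%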;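 also: 0% = neutral control wells and 100% = parthenolide positive control wells; values of inactives mirror those of a sister screen read the other way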
CDK5 inh – CDK5/p35 (human) kinase inhibition; Q00535+Q15078; Recombinant CDK5/p35, ADP-Glo luminescence, 60 min; inhibition, % at 10 µM; 330,000 tested, 0.01% active; AID 488839;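 active = highest replicate inhibition of at least 50% and at least 75% of replicates reaching 50%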;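 also: plate controls were DMSO neutral control for no effect and GW8510 at 10 µM for full effect; many of its hits are not listed in these tables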
NSD2 inh – inhibitors of human histone methyltransferase NSD2 | NSD2 peptide methylation, AlphaScreen, 120 min | O96028 | inhibition, % at 12.5 µM | 310,000 tested, 0.54% active; in the data active = inhibition above about 50%
PKA-R1A act – PKA-R1A complex activation; P00514+P68181; PKA-R1A dissociation, Cy5-IP20 fluorescence polarization; scaled: DMSO 0%, 113 µM cGMP 100%; activation, % at 11.4 µM; 340,000 tested, 0.083% active;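 active = percent activation above the mean of all tested compounds plus 3 SD, cut at about 19% in these data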;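 also: higher means more PKAc released from R1A so a rise in polarization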
PKA-R2B activ – PKA-R2B complex activation. PKA-R2B holoenzyme dissociation, Cy5-IP20 fluorescence polarization; R2B truncated from residue 108, S112A mutant; 0% DMSO only, 100% 113 µM cGMP. AID 504700. activation, % at 11.4 µM. P22694+P31323. 340,000 tested, 0.079% active;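 active = activation above a cutoff set at the mean over all compounds plus 3 SD, cut at about 18% in these data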;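 also: higher means more holoenzyme dissociation and a rise in polarization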
DSG3 Ab inh – human desmoglein-3 autoantibody binding inhibition. binding (percent of control), % at 10 µM. P32926. 310,000 tested, 0.48% active. DSG3-coupled beads, scFv-anti-DSG3-GFP binding, flow cytometry; stronger effect = lower value;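 active = binding more than 3 SD below its plate's average and above zero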;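 also: hits lower antibody fragment binding to DSG3; some compounds called inactive have numbers as strong as hits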
SR-BI DiI inh – mouse SR-BI HDL lipid transfer inhibition. Q61009. ldlA[mSR-BI] CHO cells, DiI-HDL uptake fluorescence, 3 h. inhibition, % at 12.5 µM. 320,000 tested, 0.96% active;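 active = mean replicate inhibition of at least 70% and a set share of replicates each scoring 70 or more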;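 also: 0% = median of neutral control wells and 100% = median of positive control wells; values of inactives mirror those of a sister screen read the other way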
Target sequence (Q61009 whole entry, looked up): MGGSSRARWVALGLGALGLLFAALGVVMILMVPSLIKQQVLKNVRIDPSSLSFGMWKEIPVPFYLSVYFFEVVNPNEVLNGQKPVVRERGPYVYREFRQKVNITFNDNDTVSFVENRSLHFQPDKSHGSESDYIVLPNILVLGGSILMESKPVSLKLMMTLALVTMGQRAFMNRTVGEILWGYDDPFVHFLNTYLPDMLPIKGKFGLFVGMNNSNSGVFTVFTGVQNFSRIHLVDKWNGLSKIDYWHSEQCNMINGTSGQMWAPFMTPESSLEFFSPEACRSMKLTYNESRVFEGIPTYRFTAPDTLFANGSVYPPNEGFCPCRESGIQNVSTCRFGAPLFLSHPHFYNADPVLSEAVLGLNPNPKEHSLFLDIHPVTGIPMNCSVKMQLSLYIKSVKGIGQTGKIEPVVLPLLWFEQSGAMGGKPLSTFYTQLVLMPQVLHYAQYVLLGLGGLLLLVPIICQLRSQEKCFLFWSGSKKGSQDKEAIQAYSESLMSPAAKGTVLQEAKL
Arrestin-AP2 inh – inhibitors of human beta-arrestin and AP2 interaction; FITC-arrestin peptide / GST-AP2 beads, flow cytometry; AP2 beta2 appendage carries R879A mutation; 340,000 tested, 0.31% active; inhibition, % at 10 µM; AID 504490;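 active = inhibition above a set limit, near 3 SD of compounds lacking own fluorescence, cut at about 54% in these data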;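 also: plate controls were DMSO wells for no effect and 5 µM unlabelled arrestin peptide for full effect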
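System: GST-AP2 R879A bound to glutathione beads, E. coli-expressed. Also added: 50 nM FITC-arrestin peptide. Schedule: compound with beads 12 min RT, then probe 1 h RT. Signal: bead flow cytometry, FITC channel. Read-out basis: percent response.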
SUMO Mot1 rescue – SUMOylation pathway inhibition by Mot1-301 growth rescue; S. cerevisiae Mot1-301 growth rescue, ATP luminescence, 38.5C; percent above DMSO median, 100 means doubled; growth rescue, % at 18.8 µM; 320,000 tested, 1% active; AID 2716;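 active = every valid replicate shows activation above 250% relative to neutral control wells; inactive = the rest, any valid replicate at or below 250%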;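 also: OY570 slx delta 5 strain wells were the positive control but not used for scaling; some compounds called inactive have numbers as strong as hits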
SR-BI uptake up – SR-BI HDL lipid transfer activation | 320,000 tested, 0.096% active | activation, % at 12.5 µM | CHO ldlA[mSR-BI] cells, DiI-HDL uptake fluorescence, 3 h; 100 = double the neutral-control signal;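 active = mean replicate activation of at least 60% and every replicate at or above 60%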;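 also: 0% = median plate neutral-control signal and 100% = twice that signal; values of inactives mirror those of a sister screen read the other way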
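Material: SR-BI-overexpressing, LDLR-lacking CHO cells; schedule: compound exposure 3 h, 37 °C; reagent: DiI-labelled HDL at 10 µg/mL final; technique: bottom-read fluorescence, 550/595 nm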
dFosB act – activators of mouse delta FosB homodimer | purified delta FosB, TAMRA-CDK5 oligo fluorescence polarization; percent of positive-control signal above neutral wells | P13346 | 340,000 tested, 0.99% active | activation, % at 25 µM;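 active = mean activation above about 17%, with every replicate also reaching it, limit read from the data, passing the limit was not always enough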;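 also: fluorescence polarization rise as delta FosB binds a TAMRA Cdk5 AP-1 oligo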
Target sequence (P13346 whole entry, looked up): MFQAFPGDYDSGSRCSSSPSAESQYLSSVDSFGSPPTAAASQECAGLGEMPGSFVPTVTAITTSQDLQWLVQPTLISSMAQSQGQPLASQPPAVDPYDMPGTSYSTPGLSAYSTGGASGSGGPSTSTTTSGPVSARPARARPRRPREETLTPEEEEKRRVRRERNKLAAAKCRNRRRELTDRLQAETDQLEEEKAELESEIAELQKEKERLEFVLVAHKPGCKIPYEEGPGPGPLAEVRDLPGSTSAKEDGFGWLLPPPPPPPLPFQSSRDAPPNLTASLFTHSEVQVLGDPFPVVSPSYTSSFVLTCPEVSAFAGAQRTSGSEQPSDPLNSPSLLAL
Numbers without * were called inactive; / = no result given.

SMILES | MITF TRPM1 HTS | CDK5 inh | NSD2 inh | PKA-R1A act | PKA-R2B activ | DSG3 Ab inh | SR-BI DiI inh | Arrestin-AP2 inh | SUMO Mot1 rescue | SR-BI uptake up | dFosB act
O=C(COC(=O)c1cccc(S(=O)(=O)N2CCc3ccccc32)c1)NCc1ccco1 | -1.7 | 1.9 | 0.7 | 4.2 | -10.7 | 114.0 | 33.4 | 4.3 | 12.7 | -33.4 | 3.4
Cc1cc(C)c(C(=O)Nn2c(C)nc3ccccc3c2=O)cc1C | 1.9 | -0.5 | -2.2 | 1.8 | -10.8 | 109.6 | 5.9 | -10.3 | 9.0 | -5.9 | -5.3
Cn1c(N)cc(=O)n(C)c1=S | -8.4 | 1.1 | -0.6 | -4.0 | -6.3 | 90.0 | -17.8 | 27.7 | / | 17.8 | 8.0
C(=N\Nc1nc(-c2ccccc2)cs1)/c1ccco1 | 97.2* | -1.2 | 0.6 | -16.5 | -7.7 | 104.5 | 18.9 | 5.7 | 23.1 | -18.9 | -3.0
Fc1ccccc1CSc1nnc(-c2cccs2)o1 | 105.6* | 0.2 | -3.6 | 3.7 | 4.6 | 95.0 | / | -1.4 | -17.9 | / | 2.0
CCOc1cccc2cc(C(=O)N3CCOCC3)c(=O)oc12 | 6.3 | -1.4 | 27.4 | 7.7 | 3.9 | 104.0 | -1.0 | 5.1 | 1.9 | 1.0 | 1.3
CNc1c([N+](=O)[O-])ncn1C | 3.3 | 0.1 | -2.0 | -6.0 | -2.2 | / | -5.3 | -11.3 | -2.0 | 5.3 | 1.3
Cc1ccc(S(=O)(=O)NCC(=O)OCC(=O)c2c(N)n(C)c(=O)n(C)c2=O)cc1 | 1.4 | -2.3 | -0.2 | -8.1 | -5.8 | 102.6 | -4.8 | 0.8 | 193.9 | 4.8 | 0.2
Cc1ccc(-c2nn3c(C)nnc3c3ccccc23)cc1S(=O)(=O)NCc1ccccc1 | 0.7 | -2.1 | -2.5 | 0.1 | -1.7 | 89.0 | -3.7 | 3.5 | 3.6 | 3.7 | -3.3
CS(=O)(=O)N1CCC(C(=O)NCc2ccncc2)CC1 | 1.8 | 0.4 | 13.6 | 0.1 | -10.9 | 98.6 | -32.2 | 3.8 | 15.7 | 32.2 | -3.4
CC(C)Nc1c(N)c(=O)oc2ccccc12 | / | 0.0 | / | 3.5 | 1.9 | 107.5 | -24.2 | -3.3 | 0.6 | 24.2 | -5.0
Cc1nn(-c2ccc(NC(=O)c3ccncc3)cc2)c(C)c1Cl | -17.3 | -1.7 | -4.6 | -0.7 | 6.1 | 92.1 | 47.5 | 18.0 | 154.2 | -47.5 | -12.0
CC(C)c1ccc(NC(=O)CNC(=O)Cn2ccc3ccccc3c2=O)cc1 | -13.0 | -1.6 | -4.1 | -10.8 | 0.5 | / | 4.7 | 3.1 | 150.7 | -4.7 | -4.7
C=C1C(=O)C=C2CN(C(=O)c3ccccc3)[C@@](Cc3ccc(F)cc3)(C(=O)OC)[C@@H]12 | -98.6 | -0.1 | / | 0.1 | -11.5 | 94.5 | 41.7 | 35.6 | 1.0 | -41.7 | 9.3
COc1ccccc1CC(=O)Nc1cccc(S(=O)(=O)N2CCOCC2)c1 | 4.4 | 0.8 | -4.1 | -11.1 | -15.1 | / | -7.3 | 20.5 | -4.9 | 7.3 | -10.5
O=C(NC1CCCCC1)N1CCN(c2ccc([N+](=O)[O-])cc2)CC1 | -14.5 | 0.9 | 3.1 | -4.4 | -4.3 | 111.9 | 17.3 | 0.9 | 7.1 | -17.3 | -5.0
COc1ccc(CC2S/C(=N/N=C/c3ccccc3O)NC2=O)cc1 (configuration not stated) | 15.9 | 0.6 | 0.7 | 1.1 | -4.2 | 98.3 | / | 5.7 | 28.9 | / | 1.7
CC1CCN(CCCNC(=O)C2CC(=O)N(C3CCCCCC3)C2)CC1 (configuration not stated) | -1.7 | 1.4 | -2.7 | -3.2 | 3.2 | 106.8 | -6.4 | 8.7 | -12.8 | 6.4 | -3.2
CCCCc1c(C)c(C#N)c2nc3ccccc3n2c1Nc1c(C)n(C)n(-c2ccccc2)c1=O | -2.9 | -3.1 | 6.9 | -12.7 | -1.6 | 102.6 | / | 3.3 | / | / | -2.8
COc1ccccc1/C=C/C=N/NC(=O)CN1CCN(S(=O)(=O)c2ccc(C)cc2)CC1 | 3.2 | -2.1 | -2.3 | -3.1 | -8.8 | 97.3 | 49.2 | -12.2 | 4.9 | -49.2 | -11.3
Cc1ccn2c(NC3CCCC3)c(-c3ccccn3)nc2c1 | -13.0 | -0.4 | / | -15.0 | 2.3 | 95.6 | 22.5 | 27.4 | / | -22.5 | -2.1
COc1cc(OC)c(N2CC34C=CC(O3)C(C(=O)O)C4C2=O)cc1Cl (configuration not stated) | -2.6 | 0.6 | 0.4 | 1.2 | 2.9 | 102.3 | -9.7 | -5.2 | / | 9.7 | 10.0
COc1ccc(CCNC(=O)C2COc3ccccc3O2)cc1OC (configuration not stated) | / | -0.1 | 1.0 | -9.1 | -1.0 | 117.0 | 0.4 | 7.0 | / | -0.4 | -4.8
CCN1CCN(C(=O)/C(=C/c2ccco2)NC(=O)c2ccccc2)CC1 | 1.2 | -1.0 | 6.7 | -0.2 | 7.7 | 103.0 | -30.0 | 0.9 | -0.6 | 30.0 | -2.3
O=[N+]([O-])c1cc(S(=O)(=O)O)cc([N+](=O)[O-])c1NN(c1ccccc1)c1ccccc1 | -1.8 | 1.9 | 8.3 | -4.3 | -4.9 | 92.5 | -2.4 | 19.7 | 9.4 | 2.4 | -1.7
O=[N+]([O-])c1ccccc1S(=O)(=O)N1CCCc2ccccc21 | 1.0 | 0.2 | 4.6 | 6.0 | -2.8 | 96.9 | 12.1 | 10.6 | -7.7 | -12.1 | -10.4
CCOc1ccc2oc(C(=O)NCc3nc4ccccc4[nH]3)c(C)c2c1 | -5.6 | 0.1 | / | 8.1 | 3.0 | 123.2 | 23.8 | -10.0 | -7.0 | -23.8 | -10.1
COCc1c(C(=O)OCc2nc3ccsc3c(=O)[nH]2)oc2ccccc12 | -11.7 | 1.2 | -2.5 | -12.3 | -8.4 | 103.4 | -1.6 | -1.2 | -1.9 | 1.6 | -14.1
COCCOC(=O)c1c(C)oc2ccc(O)c(CN3CCC(C)CC3)c12 (tested in a mixture with another compound) | 4.5 | -0.3 | 0.3 | -15.5 | -0.9 | 88.0 | 20.8 | 4.2 | / | -20.8 | -5.8
NC(=O)c1ccccc1NC(=O)COC(=O)C1(c2ccccc2)CC1 | -0.9 | 10.2 | -0.4 | -11.4 | -19.5 | 103.1 | -10.4 | 7.5 | / | 10.4 | 0.8
Cc1ccc2c(c1)nnn2C1CCN(C(=O)Nc2ccccc2C)CC1 | 1.1 | -0.5 | -2.1 | -6.3 | -6.7 | 96.3 | 46.5 | 5.2 | 0.2 | -46.5 | -3.3
O=[N+]([O-])c1ccc(N2N=C(c3ccco3)CC2c2ccccc2)cc1 (configuration not stated) | 6.7 | 0.0 | -3.6 | -20.6 | -4.7 | 195.4 | 8.4 | 35.4 | 0.9 | -8.4 | -8.9
O=C(Cn1c(=O)c2cccn2c2cccnc21)N1CCN(c2ccc(Cl)cc2)CC1 | 8.7 | 1.3 | / | -6.0 | 1.7 | 108.5 | 28.1 | 38.0 | 14.9 | -28.1 | -9.2
CCC(C)c1ccc(OCCN2CCCC2)cc1 (configuration not stated) | 0.4 | 0.0 | 1.2 | 3.1 | 0.5 | 100.3 | -28.6 | -1.1 | / | 28.6 | -3.4
O=C(Cc1ccc(Br)cc1)N1CCc2ccccc2C1 | / | -0.4 | / | -1.3 | -14.1 | 106.1 | 6.5 | -1.2 | 69.6 | -6.5 | 7.8
COc1ccc(-c2nc(CS(=O)CC(=O)NC3CCCC(C)C3C)c(C)o2)cc1OC (configuration not stated) | 4.3 | -0.1 | 2.3 | -3.4 | -4.3 | 103.0 | / | 8.6 | 0.9 | / | -13.2
O=C(NNC(=S)Nc1ccccc1)c1cccc(S(=O)(=O)N2CCOCC2)c1 | -4.5 | -9.8 | -4.3 | -4.4 | 6.5 | 112.0 | 5.6 | -1.6 | 4.2 | -5.6 | 1.8
Cc1ccc(C(=O)NC2CCCc3ccccc32)o1 (configuration not stated) | -6.5 | -0.1 | 2.5 | -4.3 | -6.9 | 108.2 | -12.2 | -15.4 | 18.8 | 12.2 | 1.4
CCc1cc(CNC(=O)CC2C(=O)NCCN2Cc2ccc(-c3ccccc3)cc2)on1 (configuration not stated) | 1.7 | 2.0 | 8.5 | -3.3 | 11.0 | 104.7 | 28.2 | 0.4 | 4.9 | -28.2 | 1.7
CCn1c(SCC(=O)Nc2cc(C)on2)nnc1-c1cccs1 | -4.2 | -1.0 | 3.3 | -9.4 | 1.0 | 102.2 | -22.4 | -0.1 | 3.6 | 22.4 | 4.1
Cc1ccc(CNC(=O)c2ccc(N3CCC4(CC3)CC(c3cccc(Br)c3)=NO4)c(NC(=O)c3ccccc3)c2)cc1 | -5.3 | -0.3 | / | -11.9 | -17.9 | 107.9 | 11.8 | 6.8 | -20.0 | -11.8 | -2.4
COCCN1C(=O)C(=O)/C(=C(/O)c2cccc(OC)c2)C1c1ccncc1 (configuration not stated) | 9.2 | -1.0 | -0.7 | -7.5 | 2.8 | 95.3 | -36.3 | 23.4 | -15.4 | 36.3 | 4.9
CCOc1ccc(OCC)c(NC(=O)CCn2cccc2)c1 | 8.3 | 0.5 | 8.7 | 5.0 | -4.5 | 99.7 | 40.0 | -3.5 | -4.5 | -40.0 | -8.9

Whole records from above. Order of values: MITF TRPM1 HTS	CDK5 inh	NSD2 inh	PKA-R1A act	PKA-R2B activ	DSG3 Ab inh	SR-BI DiI inh	Arrestin-AP2 inh	SUMO Mot1 rescue	SR-BI uptake up	dFosB act
CCn1c(SCC(=O)Nc2cc(C)on2)nnc1-c1cccs1 is entered as -4.2	-1.0	3.3	-9.4	1.0	102.2	-22.4	-0.1	3.6	22.4	4.1
COCCN1C(=O)C(=O)/C(=C(/O)c2cccc(OC)c2)C1c1ccncc1 (configuration not stated) is entered as 9.2	-1.0	-0.7	-7.5	2.8	95.3	-36.3	23.4	-15.4	36.3	4.9

Assay outcomes from PubChem.
